Bioassay records (PubChem BioAssay)
Yeast life ext: compounds extending yeast replicative lifespan, primary screen, S. cerevisiae, OD615 | S. cerevisiae growth with nicotinamide; deaD strain in restrictive glucose medium | 0.68% of 130,000 active | inhibition of the nicotinamide effect, % at 10 µM;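 active means inhibition above a set limit, placed 3 SD over the median of all compounds, cut at about 26% in these data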;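 further: 0% = nicotinamide-treated wells and 100% = cells grown without nicotinamide; some compounds called inactive have numbers as strong as hits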
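Assay system: DeaD-strain S. cerevisiae. Medium: CSMM-D glucose medium, restrictive. Reagent: nicotinamide, 1.5 mM, co-present with compound. Compound: 10 µM single point, 0.25% DMSO. Schedule: culture preincubation 4 h, compound exposure 48 h, both 30 °C. Detection: absorbance at 615 nm.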
HCT116 bCat-KO: primary screen for growth suppressors in beta-catenin knockout HCT116 cells (colon tumor, human); HCT116 beta-catenin knockout viability, CellTiter-Glo, 60 h; active compounds read low; 1.5% of 140,000 active; viability, % at 10 µM;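 active means viability at or under a set limit, the compound median less 4 SD, cut at about 6% in these data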;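 further: 0% = Hyamine 1622 control at 20 µM and 100% = untreated cell control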
Yeast growth inh: growth inhibitors of yeast BB579 in restrictive medium, primary screen, yeast lifespan-shortening project, S. cerevisiae | inhibition, % at 10 µM | OD615, 48 h | 0.51% of 140,000 active;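 active means inhibition above a set limit, 3 SD over the mean compound inhibition, cut at about 44% in these data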; further: inactives centre near -24
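System: DeaD yeast strain BB579; buffer or medium: CSMM-D dextrose restrictive medium; technique: OD at 615 nm; schedule: 4 h cell preincubation, 48 h compound exposure, 30 °C humidified; doses: single 10 µM dose; controls: amphotericin B 10 µg/mL, positive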
NPY-Y2 antag: NPY-Y2 receptor antagonists, primary screen, cell-based; 0.99% of 140,000 active; inhibition, % at 2.7 µM; Neuropeptide Y receptor type 2 (Homo sapiens), P49146; AID 793, 2007; NPY-Y2 expressing cells, antagonist mode; in the data active means inhibition above about 17%;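 further: 0% = vehicle with agonist challenge and 100% = reference antagonist with challenge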
Target sequence (P49146 whole entry, looked up): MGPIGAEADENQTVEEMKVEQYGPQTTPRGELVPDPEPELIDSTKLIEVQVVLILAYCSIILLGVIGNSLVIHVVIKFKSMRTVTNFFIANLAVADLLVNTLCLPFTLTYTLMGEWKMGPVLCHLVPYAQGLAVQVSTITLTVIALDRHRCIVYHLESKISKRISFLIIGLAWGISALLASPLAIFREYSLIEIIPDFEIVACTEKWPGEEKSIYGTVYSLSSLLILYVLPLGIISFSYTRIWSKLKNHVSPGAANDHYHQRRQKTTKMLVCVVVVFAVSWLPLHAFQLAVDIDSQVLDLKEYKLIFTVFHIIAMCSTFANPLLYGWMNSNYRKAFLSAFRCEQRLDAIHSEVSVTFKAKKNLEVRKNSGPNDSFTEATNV
Measles CPE: compounds protecting cells from measles virus cytopathic effect, primary screen, measles RdRp inhibitor project, single point, MLSMR library, absorbance. 1.5% of 140,000 active. Measles virus-infected cells, CPE protection. protection (pct of control), % at 4 µM; in the data active means protection mostly above about 24%, no sharp cut-off; inactive means mostly below about 26%; further: some compounds called inactive have numbers as strong as hits
GALR2 antag: GALR2 antagonists in receptor-expressing cells, primary screen; Galanin receptor type 2 (Homo sapiens), O43603; antagonist mode; inhibition, % at 4 µM; 0.39% of 140,000 active; in the data active means inhibition above about 27%;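 further: cells stimulated with galanin 1-16 at roughly its EC80; 0% = agonist challenge control and 100% = basal control without agonist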
Target sequence (O43603 whole entry, looked up): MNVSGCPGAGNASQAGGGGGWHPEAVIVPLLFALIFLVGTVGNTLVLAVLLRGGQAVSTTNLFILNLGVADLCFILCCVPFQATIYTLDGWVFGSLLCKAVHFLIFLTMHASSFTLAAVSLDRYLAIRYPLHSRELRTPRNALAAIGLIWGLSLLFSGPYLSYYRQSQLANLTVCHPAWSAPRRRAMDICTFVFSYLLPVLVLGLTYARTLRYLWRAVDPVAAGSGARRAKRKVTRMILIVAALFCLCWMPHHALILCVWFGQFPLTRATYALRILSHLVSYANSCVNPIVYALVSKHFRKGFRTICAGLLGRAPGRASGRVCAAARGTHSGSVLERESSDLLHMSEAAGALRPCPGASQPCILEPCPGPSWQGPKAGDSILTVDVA
E-sel TNF inh: E-selectin induction blockers in HUVEC – imaging, immunofluorescence, high content, primary screen. HUVEC TNFa-induced E-selectin immunofluorescence. inhibition, % at 2 µM. 0.71% of 120,000 active. AID 1246, 2008;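 active means inhibition above the batch mean plus 3 SD, and confirmed as a hit on visual image review, cut at about 43% in these data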;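 further: 0% = TNF-stimulated DMSO wells and 100% = unstimulated control wells; not every result past the cut was called active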
Phagocyt inh: inhibitors of macrophage phagocytosis, primary screen, imaging, J774A.1 cells, IgG beads. J774A.1 macrophage IgG-bead phagocytosis. inhibition, % at 5 µM. 0.07% of 110,000 active. AID 1029, 2008;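 active means inhibition above the mean of the plate negative controls plus 5 SD, cut at about 13% in these data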;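 further: phagocytic index as fraction of beads internalized from green versus red external bead signal; plate controls were DMSO negative control for no effect and cytochalasin-D positive control for full effect; some results beyond the cut were filed as inactive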
PTEN del growth: growth suppression of PTEN-null HCT116, primary screen, cell-based, CellTiter-Glo. 1.2% of 140,000 active. AID 827, 2007. viability, % at 10 µM. HCT116 PTEN-null viability, 60 h; active compounds read low;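 active means viability at or below a set limit, 4 SD under the median of all tested compounds, cut at about 3.7% in these data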;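 further: PTEN knockout HCT116 line with beta catenin targeted HCT116 as companion control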
MRP1 act: H69AR viability gain despite doxorubicin, primary screen, MRP-1 activator project, H69AR cells, CellTiter-Glo; viability rescue; viability increase, % at 10 µM; 0.61% of 140,000 active;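 active means viability gain under doxorubicin at or above a set limit, the compound median plus 3 SD, cut at about 4.7% in these data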;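 further: MRP-1 overexpressing cells given doxorubicin 25 µM after compound pretreatment; 18-22 h compound pretreatment then 72 h with doxorubicin before readout; 0% = doxorubicin-only wells and 100% = vehicle-treated cells without doxorubicin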
Active calls of the source: *; . = not tested or not shown.

Sample of the layout (2 entries):
SMILES	Yeast life ext	HCT116 bCat-KO	Yeast growth inh	NPY-Y2 antag	Measles CPE	GALR2 antag	E-sel TNF inh	Phagocyt inh	PTEN del growth	MRP1 act
CCOc1ccc(NC(=O)c2ccncc2)cc1	-33	87	-6	6	0	1	-2	0	85	-0.5
O=C(NC(=S)Nn1cnc2c(cnn2-c2ccccc2)c1=O)c1ccc(Oc2ccccc2)cc1	8	95	-29	8	5	22	-44	-1	93	-2.1

This part in full (from the top)
SMILES	Yeast life ext	HCT116 bCat-KO	Yeast growth inh	NPY-Y2 antag	Measles CPE	GALR2 antag	E-sel TNF inh	Phagocyt inh	PTEN del growth	MRP1 act
CCOc1ccc(NC(=O)c2ccncc2)cc1	-33	87	-6	6	0	1	-2	0	85	-0.5
O=C(NC(=S)Nn1cnc2c(cnn2-c2ccccc2)c1=O)c1ccc(Oc2ccccc2)cc1	8	95	-29	8	5	22	-44	-1	93	-2.1
C=CCOc1c2ccc(C(=O)NCc3ccccc3OC)cc2nn1C	-16	94	-23	-1	1	0	6	.	93	-0.7
CCOC(=O)C1CCN(CC(=O)c2c(C)[nH]c3cc(C)ccc23)CC1	-12	93	-5	3	3	12	4	0	97	-1.2
CC(C)C(=O)Nc1nnc(Cc2ccccc2)s1	-4	111	-69	-1	10	-6	.	2	105	0.9
Cc1ccc(NC(=O)c2cccc3c2-c2ccccc2C3=O)cc1C	-10	64	-29	6	8	9	-8	-2	51	-3.5
CCOc1ccc(C2NC(=O)c3sc(=S)n(-c4ccccc4)c3N2)cc1 (centres undefined)	1	103	-3	-2	5	0	12	-2	99	-2.4
CCOc1ccc(C(=O)N2CCCN(C(=O)c3ccc(OCC)cc3)CC2)cc1	-7	85	-17	2	17	0	-2	-1	85	-2.8
CCn1cc(SCC(=O)NCc2ccc3c(c2)OCO3)c2ccccc21	-6	90	-18	6	17	18	10	-1	103	-3.0
Cc1cc(NS(=O)(=O)c2ccc(NC(=O)c3cc4ccccc4o3)cc2)nc(C)n1	-1	100	-1	-1	21	-7	-1	-2	94	-0.8
COc1ccc(/C=C/c2nc3ccccc3n2Cc2ccc(OC)c(OC)c2)cc1	7	65	-17	5	18	1	.	-2	63	-1.8
O=C(CC12CC3CC(CC(C3)C1)C2)N1CCCC1	16	85	17	0	18	-4	9	0	88	-0.8
Cc1ccc(CNC(=O)CN(C)S(=O)(=O)c2cccc3nsnc23)cc1	-2	95	-26	0	23	0	.	-1	102	-0.7
COC(=O)c1cnc2c(C(F)(F)F)cccc2c1OC	-26	95	-25	-1	3	7	13	-3	100	0.1
Cc1ccc(O)c(C(=O)c2coc(=N)c(C(=O)NC(C)C)c2)c1	-3	102	-71	3	3	7	-8	0	106	0.3
CCOc1cc(/C=C2\C(=O)N(c3cccc(C(F)(F)F)c3)C(=O)c3ccccc32)ccc1O	10	79	-25	1	5	7	.	.	86	-1.3
CC(C)(C)NC(=O)CSc1nc(O)cc(=O)n1-c1ccccc1F	-10	113	-6	-2	17	-1	-33	-1	108	0.6
COc1ccc(C2=[N+]([O-])C(C)(C)N(O)C2C)cc1 (centres undefined)	.	91	-12	2	5	-5	-26	.	92	0.1
O=C(NC1CCCCC1)N(Cc1nc2ccccc2c(=O)[nH]1)C1CCCC1	-7	86	-20	3	1	-1	.	0	85	-2.7
CC(=O)n1cc(Nc2ccccc2C(=O)O)c2ccccc21	-20	94	-28	-1	2	11	-17	-1	84	-1.4
O=C(N/N=C/c1cccs1)c1ccccn1	-21	107	-31	2	42*	0	29	0	89	-2.6
O=C(COn1nnc2ccc(C(F)(F)F)cc21)Nc1c(Cl)cccc1Cl	6	76	-34	2	4	-4	0	-1	84	-3.5
CCCCOC(=O)Nc1ccc(OC)cc1S(=O)(=O)N1CCOCC1	-3	89	-9	0	7	-10	5	-1	93	-2.0
CCOC(=O)C1CCN(C(=O)CCN2C(=O)C3C4C=CC(C4)C3C2=O)CC1 (centres undefined)	0	93	-28	4	6	-7	13	0	104	-0.1

13 structures out of the list, sorted by molar mass, smallest number first.
SMILES	Yeast life ext	HCT116 bCat-KO	Yeast growth inh	NPY-Y2 antag	Measles CPE	GALR2 antag	E-sel TNF inh	Phagocyt inh	PTEN del growth	MRP1 act
O=C(N/N=C/c1cccs1)c1ccccn1	-21	107	-31	2	42*	0	29	0	89	-2.6
O=C(CC12CC3CC(CC(C3)C1)C2)N1CCCC1	16	85	17	0	18	-4	9	0	88	-0.8
COc1ccc(C2=[N+]([O-])C(C)(C)N(O)C2C)cc1 (centres undefined)	.	91	-12	2	5	-5	-26	.	92	0.1
CC(C)C(=O)Nc1nnc(Cc2ccccc2)s1	-4	111	-69	-1	10	-6	.	2	105	0.9
CC(=O)n1cc(Nc2ccccc2C(=O)O)c2ccccc21	-20	94	-28	-1	2	11	-17	-1	84	-1.4
Cc1ccc(O)c(C(=O)c2coc(=N)c(C(=O)NC(C)C)c2)c1	-3	102	-71	3	3	7	-8	0	106	0.3
Cc1ccc(NC(=O)c2cccc3c2-c2ccccc2C3=O)cc1C	-10	64	-29	6	8	9	-8	-2	51	-3.5
CCOC(=O)C1CCN(CC(=O)c2c(C)[nH]c3cc(C)ccc23)CC1	-12	93	-5	3	3	12	4	0	97	-1.2
CC(C)(C)NC(=O)CSc1nc(O)cc(=O)n1-c1ccccc1F	-10	113	-6	-2	17	-1	-33	-1	108	0.6
CCn1cc(SCC(=O)NCc2ccc3c(c2)OCO3)c2ccccc21	-6	90	-18	6	17	18	10	-1	103	-3.0
CCOC(=O)C1CCN(C(=O)CCN2C(=O)C3C4C=CC(C4)C3C2=O)CC1 (centres undefined)	0	93	-28	4	6	-7	13	0	104	-0.1
Cc1ccc(CNC(=O)CN(C)S(=O)(=O)c2cccc3nsnc23)cc1	-2	95	-26	0	23	0	.	-1	102	-0.7
Cc1cc(NS(=O)(=O)c2ccc(NC(=O)c3cc4ccccc4o3)cc2)nc(C)n1	-1	100	-1	-1	21	-7	-1	-2	94	-0.8

Next compounds follow.
SMILES	Yeast life ext	HCT116 bCat-KO	Yeast growth inh	NPY-Y2 antag	Measles CPE	GALR2 antag	E-sel TNF inh	Phagocyt inh	PTEN del growth	MRP1 act
Cc1ccccc1-n1c(=O)c2ccccc2n2nnnc12	10	94	-24	1	6	5	-12	-1	98	-1.5
CCN1CCN(C(=O)CN(c2cccc(Br)c2)S(=O)(=O)c2ccccc2)CC1	3	86	-45	3	8	-3	.	0	93	-1.6
CCS(=O)(=O)NCCc1ccc(OC)c(OC)c1	-5	98	7	0	2	7	8	5	97	-1.2
COc1ccccc1N1CC(C(=O)OC(C)C(=O)N2CCCc3ccccc32)CC1=O (centres undefined)	0	98	-66	1	11	7	-10	-1	95	-1.4
O=C(NCc1ccc2c(c1)OCO2)c1ccc(S(=O)(=O)NCC2CCCO2)cc1 (centres undefined)	-2	98	-33	-2	3	1	-31	-4	90	-0.3
Cn1cc(C(=O)NC2CCCCCC2)c(=O)c2cc(S(=O)(=O)N3CCCC3)ccc21	2	31	-18	0	3	-4	-8	-4	29	-4.7
O=C(CN1CCCCCC1)Nc1cccc(Br)c1	4	79	-33	2	2	3	0	-1	90	-1.8
O=C(CCNS(=O)(=O)c1c(Cl)cccc1Cl)OCC(=O)c1ccccc1F	-2	92	-31	-2	9	-6	.	-3	95	0.4
CN(C)C(CNC(=O)c1cccc(S(=O)(=O)N(C)C)c1)c1ccccc1 (centres undefined)	-1	93	-50	3	5	1	0	.	96	-1.4
COc1cc(C=O)ccc1OCCCOc1ccc([N+](=O)[O-])cc1	-2	81	-17	4	20	7	.	1	73	-2.1
O=C(N/N=C/c1ccc(Br)o1)/C(=C/c1ccc([N+](=O)[O-])cc1)NC(=O)c1ccccc1	-3	68	-9	1	4	1	-38	0	69	-2.7
Cc1oc(-c2ccccc2)[n+]([O-])c1C	-18	100	-15	3	30	3	15	4	92	-2.3
O=C(COC(=O)CCC(=O)c1cccs1)Nc1ccc(Cl)cn1	-4	93	-52	5	5	10	9	-1	104	-1.2
Fc1ccc(Nc2ccnc(Nc3ccc(F)cc3)n2)cc1	-6	54	-28	-3	6	4	.	-5	56	-3.8
CCC(=O)N1CCN(c2ccccc2NC(=O)Cc2ccc(Cl)cc2)CC1	-3	82	-26	12	0	4	-7	0	82	-3.6
O=C1OCC/C1=C\c1ccccc1	-3	95	-15	2	7	2	-5	-3	99	-0.5
Cc1ccc(OC(=O)c2cccc([N+](=O)[O-])c2)c(-n2nc3ccccc3n2)c1	3	82	-11	-1	4	0	.	-1	86	-2.4
CSc1nc(=S)n(Cc2ccccc2)c(C)c1C(C)=O	5	90	-28	-1	17	9	.	0	88	-1.7
CCS(=O)(=O)N1CCC(C(=O)NCc2ccccn2)CC1	-4	88	-8	2	7	7	-56	-1	87	-1.1
O=C(NC1CCCC1)C(c1ccsc1)N(CCc1ccccc1)C(=O)Cc1cccs1 (centres undefined)	0	78	-19	34*	14	4	.	-9	86	-2.1
C/C=C/C(=O)OCC(=O)Nc1ccc(F)cc1Cl	-7	92	-41	1	22	20	-35	.	94	-2.5
CCn1c(CCNC(=O)c2ccc(OC)cc2)nnc1SCc1ccc(Cl)cc1Cl	5	92	-21	2	24	12	.	-4	79	0.8
COc1ccc(-n2c(SCC(=O)NCCC(C)C)nc3ccsc3c2=O)cc1	0	92	-35	4	9	6	1	0	84	-1.7
Cc1ccc(-c2ccc(SCC(=O)Nc3nonc3C)nn2)cc1	-4	94	-30	4	5	-1	2	-5	95	-2.3
C/C(=N\NC(=O)CSc1nc(C)cc(C)n1)c1cccc([N+](=O)[O-])c1	2	90	-53	1	11	-10	-11	-3	97	-1.6
CC1CC(=S)Nc2ccccc2S1 (centres undefined)	.	97	0	4	4	9	-33	.	92	-3.1
CCOC(=O)C1CCCN(c2c(N3CCC(N4CCCCC4)CC3)c(=O)c2=O)C1 (centres undefined)	-8	104	-14	-2	7	-11	.	0	104	-0.7
CCCCN=C1C([N+](=O)[O-])=CC=C2C1=NC1(CCCCC1)N2O	10	95	-48	-1	34	16	.	-1	95	-1.6
CCOc1c(Cl)cc(CNCC(C)C)cc1Cl	.	100	8	5	11	-6	-3	.	101	-0.5
CC(C)c1ccc(C(=O)NC(=S)NCc2cccnc2)cc1	7	86	-2	2	11	-3	.	13	79	-3.3
Cc1ccc(Nc2cc(C)nc3ncnn23)c(Cl)c1	-10	86	-37	-1	3	9	.	0	94	-1.5
COc1ccc2c(c1)NC(=O)CC(c1ccccc1)=N2	-8	91	-24	-1	23	9	16	3	86	-2.8
